Screening results deposited in PubChem BioAssay by National Center for Advancing Translational Sciences (NCATS).
DRD3 antagonist: blocks the human D3 dopamine receptor; P35462; D3R cells, DiscoveRx beta-arrestin luminescence, antagonist mode; stronger effect = lower value; max response, negative = inhibition, %; hit rate 2.5% among 360,000; AID 652054; in the data active = max response below about -50%; inconclusive = no clear call, values can overlap the other calls; note: % is set by controls: 0 for no effect and ±100 for the full control effect; mostly tested at two doses, the higher about 12 µM
Target sequence (P35462 whole entry, looked up): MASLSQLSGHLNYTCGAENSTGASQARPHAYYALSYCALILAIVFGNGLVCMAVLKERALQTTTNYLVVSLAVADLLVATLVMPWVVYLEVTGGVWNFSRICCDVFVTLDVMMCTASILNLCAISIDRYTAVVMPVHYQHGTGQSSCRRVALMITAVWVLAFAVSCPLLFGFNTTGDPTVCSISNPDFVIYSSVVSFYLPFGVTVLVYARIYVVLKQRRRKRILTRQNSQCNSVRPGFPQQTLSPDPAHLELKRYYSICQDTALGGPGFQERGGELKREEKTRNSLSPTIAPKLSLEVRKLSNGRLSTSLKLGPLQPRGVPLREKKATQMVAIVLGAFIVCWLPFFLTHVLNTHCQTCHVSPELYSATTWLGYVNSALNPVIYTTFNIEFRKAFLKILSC
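Cells expressing the human receptor were seeded at 1500 cells/well, incubated overnight at 37 degrees C in 5% CO2, then exposed to library compounds with dopamine controls for 90 minutes at 37 degrees C before luminescent detection.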
GLP1R ag: GLP-1 receptor (human) agonism; P43220; HEK293 GLP-1R CRE-luciferase, luminescence, 4-6 h; cells express a hypersensitive GLP-1R form; Potency, µM (series often up to 45.6 µM), inactives show at the top dose activation, actives largely listed as activators; hit rate 0.007% among 380,000; AID 624172; note: potency is the fitted concentration of half-maximal effect; % of control where 0% means no effect
Target sequence (P43220 whole entry, looked up): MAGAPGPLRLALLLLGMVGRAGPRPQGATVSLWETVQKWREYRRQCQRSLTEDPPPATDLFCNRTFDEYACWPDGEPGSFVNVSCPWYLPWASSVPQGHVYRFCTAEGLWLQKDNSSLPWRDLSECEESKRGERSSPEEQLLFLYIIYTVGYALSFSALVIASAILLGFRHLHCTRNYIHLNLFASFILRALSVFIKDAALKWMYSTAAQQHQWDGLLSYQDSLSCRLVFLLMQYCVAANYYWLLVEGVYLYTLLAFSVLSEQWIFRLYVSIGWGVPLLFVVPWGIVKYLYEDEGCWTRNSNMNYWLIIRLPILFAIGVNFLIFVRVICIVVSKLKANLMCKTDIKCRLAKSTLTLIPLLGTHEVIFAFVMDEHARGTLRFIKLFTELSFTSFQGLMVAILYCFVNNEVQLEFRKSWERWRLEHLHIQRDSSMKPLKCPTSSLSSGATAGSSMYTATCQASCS
DRD3 agonist: agonists of human D3 dopamine receptor; D3R DiscoveRx beta-arrestin cells, luminescence, 90 min; max activation, %; hit rate 0.58% among 410,000; AID 652048; in the data active = max activation above about 30%; note: 0% is about no effect; mostly tested at two doses, the higher about 12 µM
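Agonist mode: compounds and dopamine controls were applied to plated cells for 90 min at 37 degrees C after an overnight attachment at 1500 cells/well. Luminescent read-out followed 30 - 60 minutes at room temperature with DiscoveRx detection reagent.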
KB-V1 cytotox: KB-V1 MDR subline cytotoxicity; KB-V1 MDR cells viability, CellTiter-Glo, 72 h; Potency, µM (titrated, usually from 46.1 µM), inactives show at the highest dose activity change, negative = cytotoxicity, most hits filed as cytotoxic; hit rate 3.4% among 400,000; note: potency is the fitted concentration of half-maximal effect; % is set by controls: 0 for no effect and ±100 for the full control effect; nearly all actives have a fitted effect of over 60% in size
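KB-V1, DMEM (no phenol red) + 10% FBS; cpd pin-transferred, titration series; 72 h, 37 degrees C; CellTiter-Glo, luminescence. Data normalized, curve-fit.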
GLP1R cytotox: cytotoxicity in counter-screen for GLP-1R inverse agonists | HEK293 cAMP-luciferase reporter cells, luminescence, 24 h | Potency, µM (series often up to 38.3 µM), inactives show top-dose activity change, negative = inhibition, actives largely listed as inhibitors | hit rate 0.13% among 410,000;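 note: loss of luciferase light is scored as toxicity; potency is the fitted concentration of half-maximal effect; % is set by controls: 0 for no effect and ±100 for the full control effect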
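Seeding density was 200 cells/uL; after overnight-length (12 h) culture, 23 nL compounds went on for 24 h at 37 °C. Readout used a luciferase detection reagent, luminescence taken after 12 min at room temperature.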
aSyn yeast inh: inhibitors of alpha-synuclein toxicity in yeast | Yeast expressing alpha-synuclein, growth rescue, BacTiter-Glo, 24 h | Potency, µM (titrated, usually from 46.1 µM), without a hit: at the highest dose growth rescue (activation), actives largely listed as activators | hit rate 0.14% among 370,000 | AID 652106; note: potency is the fitted concentration of half-maximal effect; % of control where 0% means no effect; nearly all actives have a fitted effect of over 65% in size
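Screening used galactose-induced yeast with toxic alpha-synuclein levels, exposed to compound for 24 hr at 30 deg C. Cell growth, read with BacTiter-Glo luminescence, gave the measured signal.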
GLP1R inv ag: GLP-1 receptor (human) inverse agonism; P43220; HEK293 GLP-1R CRE-luciferase, luminescence, 24 h; GLP-1R form is constitutively active; Potency, µM (doses to about 38.3 µM), without a hit: at the top dose activity change, negative = inhibition, most hits filed as inhibitors; hit rate 1.6% among 410,000; AID 624417; note: potency is the fitted concentration of half-maximal effect; % is set by controls: 0 for no effect and ±100 for the full control effect; nearly all actives have a fitted effect of over 55% in size
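HEK293 cells stably co-expressing constitutively active GLP-1R and a cAMP-responsive luciferase reporter were seeded in DMEM with 10% Nu serum, given compounds after 12 h, and incubated 24 h at 37 deg C. Luminescence was then read.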
TDP-43 yeast inh: rescues yeast growth from TDP-43 toxicity; TDP-43 expressing yeast growth rescue, BacTiter-Glo, 24 h; hit rate 1.8% among 410,000; Potency, µM (highest dose often 46.1 µM), without a hit: at the top dose growth rescue (activation), hits mostly activators; note: potency is the fitted concentration of half-maximal effect; % of control where 0% means no effect; nearly all actives have a fitted effect of over 50% in size
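Yeast expressing TDP-43 (pregrown in raffinose, seeded at OD600=0.02 in galactose medium) exposed to compounds 24 hr at 30 deg C. Growth read by BacTiter-Glo luminescence; rescue of toxicity appears as increased signal.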
PTHR1 agonist: activates the human parathyroid hormone receptor PTHR1; Q03431; HEK293 GP2 PTHR1 cells, GloSensor cAMP luminescence, 1 h; Potency, µM (doses to about 115 µM), for the others: top-dose activation, actives largely listed as activators; hit rate 0.075% among 410,000; note: potency is the fitted concentration of half-maximal effect; nearly all actives have a fitted effect of over 55% in size; some results filed as inactive show a strong effect at the top dose; inactives centre near -15; many of its hits are not listed in these tables
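HEK-293-derived GP2 cells expressing PTHR1 and a GloSensor cAMP reporter, 3,000/well, plated overnight, given luciferin plus IBMX (each 0.5 mM as added) for 1 h at 37 °C, then compound for 1 h at 37 °C. Luminescence was read after 15 min at room temperature.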
Starred values were filed as active, the others as inactive; i = inactive; ? = inconclusive; . = not tested or not shown; & = joins results of further samples; [ ] = remark or other dose. Unless noted, calls come from the whole dose curve; as a rule, active = well fitted curve in the direction sought with a large enough effect; inconclusive = small, poorly fitted or top-dose-only effect, or another doubt; inactive = no such curve, though single readings can be large; an effect the other way counts as inactive or inconclusive. Not all compounds are listed, so the mix of outcomes need not match the whole.

SMILES	DRD3 antagonist	GLP1R ag	DRD3 agonist	KB-V1 cytotox	GLP1R cytotox	aSyn yeast inh	GLP1R inv ag	TDP-43 yeast inh	PTHR1 agonist
CCCCn1c(-c2ccccc2)cnc1SCC(=O)NCCc1ccc(OC)c(OC)c1	-6	14%	1	?	?	7%	0%	-15%	-24%
CS(=O)(=O)N(CC(=O)N1CCCC1)Cc1ccc(Cl)cc1	0	-13%	-6	?	9%	1%	-6%	4%	-5%
COc1cc(C(=O)NC2CCN(CC(=O)Nc3cccc(C)c3C)CC2)cc(OC)c1OC	2	7%	-5	-12%	-7%	8%	9%	9%	i
Cc1cc(C)c(NC(=O)CNC(=O)c2ccc3ncsc3c2)c(C)c1	-5	9%	6	-15%	2%	1%	10%	2%	i
Cc1ccc(NC(=O)N2CCCC2C(=O)NCCc2ccccc2)cc1 (stereo unspecified)	-18	-10%	0	-2%	-7%	-2%	-23%	5%	-11%
O=C(CCc1ccccc1)Nc1ccc(S(=O)(=O)N2CCOCC2)cc1	3	10%	8	-14%	-2%	2%	-21%	15%	i
COC(=O)c1ccc(NC(=O)N2CCN(c3nnc(C)c4c(C)n(-c5ccccc5)nc34)CC2)cc1	.	.	8	-2%	-1%	.	0%	1%	i
CC(C)(C)c1ccc(C(=O)c2cn[nH]c2-c2ccccc2O)cc1	-16	19%	1	-5%	-19%	21%	?	-14%	-15%
COc1ccc(NCC(=O)N/N=C/c2c(C)nn(Cc3ccccc3)c2Cl)cc1	4	-7%	1	12µM*	-13%	10%	-14%	0%	-7%
CCCCNC(=O)CN1C(=O)c2cccc(N)c2C1=O	6	-1%	5	5%	441%[activator]	-3%	3%	7%	-5%

Some of these compounds in order of SMILES length, ascending.
SMILES	DRD3 antagonist	GLP1R ag	DRD3 agonist	KB-V1 cytotox	GLP1R cytotox	aSyn yeast inh	GLP1R inv ag	TDP-43 yeast inh	PTHR1 agonist
Cc1ccc(NC(=O)N2CCCC2C(=O)NCCc2ccccc2)cc1 (stereo unspecified)	-18	-10%	0	-2%	-7%	-2%	-23%	5%	-11%
O=C(CCc1ccccc1)Nc1ccc(S(=O)(=O)N2CCOCC2)cc1	3	10%	8	-14%	-2%	2%	-21%	15%	i
COc1ccc(NCC(=O)N/N=C/c2c(C)nn(Cc3ccccc3)c2Cl)cc1	4	-7%	1	12µM*	-13%	10%	-14%	0%	-7%

(list continues)
SMILES	DRD3 antagonist	GLP1R ag	DRD3 agonist	KB-V1 cytotox	GLP1R cytotox	aSyn yeast inh	GLP1R inv ag	TDP-43 yeast inh	PTHR1 agonist
O=C(NCC1CCCO1)c1ccc(Br)o1 (stereo unspecified)	2	3%	5	-1%	17%	-6%	15%	-11%	i
O=C(CSc1nccn(-c2ccc(Br)cc2)c1=O)NC1CCCC1	-10	8%	-5	-5%	-1%	-6%	-27%	-16%	-4%
O=C(CN1CCC(NC(=O)c2ccccc2Cl)CC1)NCc1ccccc1	5	7%	-5	-7%	4%	2%	11%	-6%	i
Cc1ccc(-c2nc(S(=O)(=O)c3ccc(C)cc3)c(SCC(=O)Nc3ccc(F)cc3)o2)cc1	.	.	2	-11%	-2%	.	7%	12%	i
COCCC(=O)N1CCC(Oc2ccc(C(=O)N3CCC[C@H]3CO)cc2)CC1	1	3%	5	.	-1%	4%	10%	-10%	-11%
COc1cc(C(=O)NNC(=O)c2cccc(Cl)c2)ccc1OCC(=O)N1CCOCC1	-11	2%	1	4%	-8%	8%	-2%	-10%	15%
COc1cccc(NS(=O)(=O)c2ccc(-c3coc(C)n3)cc2)c1	-11	4%	-4	-2%	6%	-3%	-24%	17%	-19%
O=C(Cc1cn2ccsc2n1)Nc1ccccn1	0	-11%	-7	4%	-2%	-6%	0%	1%	i
COc1ccc(C(=O)NCc2ccc3c(c2)OCO3)cc1	7	0%	-5	-22%	-5%[7.66 µM]	-11%	-21%[7.66 µM]	-9%	i
Cc1ccc(S(=O)(=O)Nc2ccccn2)cc1[N+](=O)[O-]	4	5%	0	6%	7%	6%	3%	-4%	i
Cc1ccc(S(=O)(=O)N/N=C/c2cccc(OC3CSC3)c2)cc1	?	-3%	-6	6%	-36%	10%	?	14%	-17%
COc1cc(NC(=O)c2[nH]c(C)c(C(C)=O)c2C)cc(OC)c1OC	4	10%	-4	-2%	-7%	-4%	27%	-6%	-7%
Cc1ccc(NC(=O)CN(C)C(=O)CSc2nc3ccccc3c(=O)n2Cc2ccco2)cc1	21	-5%	-4	23%	-21%	7%	?	23%	i
COCC(=O)N1CCC(Oc2ccc(C(=O)N3C[C@@H](C)O[C@@H](C)C3)cc2)CC1	27	-4%	0	.	-3%	3%	2%	16%	i
Cn1c(SCCOc2ccc(F)cc2)nnc1-c1ccncc1	3	-1%	-3	-12%	1%	0%	11%	-18%	-4%
COc1cc(C)c(S(=O)(=O)n2ccc(C)n2)cc1C	-25	2%	-3	?	8%	28%	-19%	-14%	-19%[57.5 µM]
Cc1ccc(C(=O)Nc2cccnc2)cc1S(=O)(=O)N1CCOCC1	-6	-6%	2	24%	5%	-2%	9%	-5%	i
CN1C(C(=O)NCc2ccc(OC(F)(F)F)cc2)CC2Cn3c(nc4cc(Cl)c(Cl)cc43)C21 (stereo unspecified)	-11	-3%	13	-6%	3%	-2%	-17%	?	-36%[inhibitor]
CC(=O)Nc1ccc(NC(=O)C/C(C)=N/NC(=O)COc2cc(C)c(Br)cc2Br)cc1	19	7%	0	5%	-7%	-2%	-11%	2%	-6%
CN1CCN(c2ccccc2NC(=O)COc2ccccc2)CC1	6	-9%	4	?	-18%	8%	-16%	-10%	-8%[57.5 µM]
CC(C)S(=O)(=O)c1oc(-c2cccs2)nc1S(=O)(=O)c1ccc(F)cc1	.	.	-20	.	10µM*	.	?	8.9µM*	-5%
ON=C1c2cc(OCCN3CCCCC3)ccc2-c2ccc(OCCN3CCCCC3)cc21	?	-22%	-26	?	3.5µM*	5%	13µM*	?	i
O=C(CC(=O)c1ccncc1)c1ccccc1	-21	2%	4	18µM*	-17%	20µM*	-14%	?	-31%
Cc1ccccc1-c1noc(-c2ccc(NCC3CCCO3)c([N+](=O)[O-])c2)n1 (stereo unspecified)	.	.	1	17%	-1%	.	7%	8%	-29%
N/C(=N\OC(=O)CCCCCN1C(=O)c2ccccc2C1=O)c1ccccn1	12	1%	0	2%	3%[7.66 µM]	11%	-12%[7.66 µM]	?	-18%
COc1ccc(Cn2cccc(NC(=O)Nc3cccc(OC)c3)c2=O)cc1	-10	-4%	-9	16%	-3%	-4%	?	-5%	-28%
COc1ccc(NC(=O)c2nc(C)c(C3(C)CC(c4cccnc4)=NO3)s2)cc1 (stereo unspecified)	0	-1%	2	?	?	-1%	?	?	-76%[inhibitor]
Cc1cc(SCC(=O)Nc2nsc(-c3ccc(C(C)(C)C)cc3)n2)nc2ccccc12	.	.	10	.	3%	.	8%	18%	-21%
CCC(C)NC(=O)Cn1c(=O)n(CCCCC(=O)NCc2ccco2)c(=O)c2ccccc21 (stereo unspecified)	-24	-3%	-17	-11%	-19%	-5%	-2%	-22%	i
CC(=O)c1ccc(NC(=O)C2CCCNC2=O)cc1 (stereo unspecified)	10	-3%	1	-1%	0%	2%	20%	10%	i
CC(=O)Nc1ccc(-n2c(C)c(C(C)=O)c(C(C)=O)c2C)cc1	0	-3%	7	1%	-11%	-8%	20%	12%	i
CCOC(=O)c1[nH]c(C)c(C(=O)Nc2ccc3c(c2)OCCO3)c1C	15	1%	0	4%	-8%	1%	0%	3%	-1%
Oc1c(C(c2cccc(Br)c2)N2CCCC2)sc2nc(-c3ccco3)nn12 (stereo unspecified)	.	.	-5	-13%	7%	.	?	14%	-95%[inhibitor]
COc1ccc(CCNC(=O)c2cc3sc(Cl)cc3n2C)cc1OC	-20	16%	-2	-8%	-16%	-6%	?	?	i
COc1ccc(/C(C)=N/NC(=S)NCCc2ccccc2)cc1	21	?	3	0%	?	-8%	?	-18%[0.397 µM]	-15%
Cc1ccc(S(=O)(=O)NC(=O)c2ccc(-c3ccc(C)c4ccccc34)o2)cc1	-21	-4%	15	17%	1%	-59%[inhibitor]	?	-2%	-36%[inhibitor]
Cc1ccc(-c2csc3nc(SCC(=O)N(C)C)n(Cc4ccccc4)c(=O)c23)cc1	83	2%	8	-29%	-1%	6%	?	17%	i
Cc1ccc2nsnc2c1S(=O)(=O)N1CCOCC1	-10	-5%	-22	?	-8%	?	-5%	3%	i
COc1ccc(N2C(=O)c3ccccc3NC2c2ccc(OC)c(COc3ccccn3)c2)cc1 (stereo unspecified)	-12	6%	3	?	-5%[1.53 µM]	10%&0%	4%	?	i
COc1ccc(C(=O)OCCN=C2NS(=O)(=O)c3ccccc32)cc1OC	-29	7%	-2	-9%	-18%	-8%	0%	-19%	i
COc1cc(OC)cc(-c2c(-c3cccs3)c3cc(-c4ccc(OC)c(OC)c4)ccc3n2C)c1	-16	-3%	-12	-5%	0%	-13%	-11%	?	-4%
Cc1c(-c2ccc(Br)cc2)[n+](=O)c2c(n1[O-])CCCCC2	-1	-1%	-14	-1%	1%	-3%	7%	6%	i
CCOC(=O)CNC(=O)N1CCCC(C(=O)c2ccccc2SC)C1 (stereo unspecified)	5	-2%	1	7%	4%	-5%	17%	4%	-13%
O=NN(C(=O)NC1CCC(C(=O)O)CC1)C1CCC(C(=O)O)CC1 (stereo unspecified)	23	-6%	1	3%	2%	5%	5%	20%	-9%
COc1cccc(-c2nc(C(N)=O)c3[nH]c(=O)n(-c4cccc(Cl)c4)c3n2)c1OC	5	0%	-5	0%	0%	-5%	48%[activator]	-15%	-49%[inhibitor]
COc1ccc(N(Cc2cc3ccc(C)cc3[nH]c2=O)S(=O)(=O)c2ccccc2)cc1	-16	2%	-4	?	2%	0%	?	-2%	-21%
